Epigenetic reg – derepresses silenced GFP reporter in murine cells; murine LDR cells, GFP reporter derepression, 30 h; Potency, µM (doses to about 53.9 µM), inactives show at the highest dose GFP activation, actives largely listed as activators; 0.2% of 280,000 active; AID 1865; also: potency is read from the fitted curve at half-maximal effect; % of control where 0% means no effect; nearly all actives have a fitted effect of over 60% in size
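Readout is the number of GFP-expressing murine LDR cells, counted by cytometry following washing. Cells were treated with compound for 30 h at 37 C; the stably integrated CMV-GFP locus is normally silent.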
Lamin A splicing – modulators of lamin A splicing. HeLa LMNA splicing GFP/RFP minigene ratio, 48 h. Potency, µM (top dose mostly 46.1 µM), for the others: top-dose ratio change, negative = inhibition, hits mostly inhibitors. 0.01% of 200,000 active. AID 1487; active = well fitted inhibition curve with a large enough effect in the signal ratio, with a control signal flat, not every such curve was filed as active; inconclusive = small, poorly fitted or top-dose-only effect, or effect the other way, or a change in a side signal; the % refers to the signal ratio; also: potency is read from the fitted curve at half-maximal effect; % is scaled to controls: 0 for no effect and ±100 for the full control effect
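Read-out is the ratio of GFP to DsRed2 object intensity, acquired by 488 nm laser-scanning cytometry on HeLa lamin A-EGFP minigene reporter cells. Compound incubation 48 hrs at 37 °C in Opti-MEM with 2% FBS; DMSO 0.5% final.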
GLA spleen mod – alpha-galactosidase A (human) modulation. P06280. AID 2107. Potency, µM (top dose mostly 80 µM), for the others: at the top dose activity change, negative = inhibition, hits mostly inhibitors. 0.008% of 240,000 active. human spleen homogenate, 4MU-alpha-Gal fluorescence, 40 min;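 also: potency is read from the fitted curve at half-maximal effect; 0% = enzyme with vehicle and -100% = no enzyme basal signal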
Target sequence (P06280 32-429 limits assumed): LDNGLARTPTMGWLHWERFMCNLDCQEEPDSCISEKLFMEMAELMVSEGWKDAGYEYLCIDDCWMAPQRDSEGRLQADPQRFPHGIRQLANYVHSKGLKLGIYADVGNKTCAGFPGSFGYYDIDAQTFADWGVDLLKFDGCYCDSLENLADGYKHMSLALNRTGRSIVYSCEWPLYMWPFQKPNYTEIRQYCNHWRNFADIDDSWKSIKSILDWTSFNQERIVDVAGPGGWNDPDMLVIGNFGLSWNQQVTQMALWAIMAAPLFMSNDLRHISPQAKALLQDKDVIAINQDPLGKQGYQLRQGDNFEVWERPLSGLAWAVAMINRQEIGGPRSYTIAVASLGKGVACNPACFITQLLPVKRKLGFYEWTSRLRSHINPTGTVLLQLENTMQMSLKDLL
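Inhibition or activation of alpha-galactosidase in human spleen homogenate is scored by 4-MU fluorescence after 40 min at 37C, pH 5.0, with 1 mM substrate. AC50s come from concentration-response fitted to the Hill equation.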
CBFb-RUNX1 inh – blocks binding between human CBF-beta and RUNX1. Q01196+Q13951. AlphaScreen CBFb-His/RUNX1-biotin binding, biochemical. Potency, µM (doses to about 59.8 µM), for inactives: top-dose activity, negative = inhibition, actives largely listed as inhibitors. 230,000 tested, under 10 active; also: % of control where 0% means no effect
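Room-temperature protein-protein interaction test with 30 nM each of His-tagged CBF-beta and biotinylated RUNX1, 15 min with compound, then 90 min with nickel plus streptavidin beads. Signal read in AlphaScreen mode.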
* = called active by the depositor; ? = inconclusive; . = no result given; [ ] = remark or other dose. Unless noted, calls follow the shape of the dose curve; as a rule, active = well fitted curve in the direction sought with a large enough effect; inconclusive = small, poorly fitted or top-dose-only effect, or another doubt; inactive = no such curve, though single readings can be large; an effect the other way counts as inactive or inconclusive.

Start of the listing, in advance (7 entries):
SMILES | CBFb-RUNX1 inh | Lamin A splicing | Epigenetic reg | GLA spleen mod
CN1CCN(c2cc3c(cc2F)c(=O)c(C(=O)O)cn3-c2ccc(F)cc2)CC1 | . | ? | . | .
Cc1c(C(C)C)c(=O)n(-c2ccccc2)n1C | . | ? | . | .
COc1ccccc1OC(=O)Oc1ccccc1OC | . | ? | . | .
O=C(Nc1ccc([N+](=O)[O-])cc1)Nc1ccc([N+](=O)[O-])cc1 | . | ? | . | .
OCCOCCOCCO | . | -21.1% | . | .
CC(=O)N(CC(O)CO)c1c(I)c(C(=O)NCC(O)CO)c(I)c(C(=O)NCC(O)CO)c1I (stereo unspecified) | . | ? | . | .
CC1CCc2c(N3CCC(O)CC3)c(F)cc3c(=O)c(C(=O)O)cn1c23 (stereo unspecified) | . | ? | . | .

This part in full, repeating the preview:
SMILES | CBFb-RUNX1 inh | Lamin A splicing | Epigenetic reg | GLA spleen mod
CN1CCN(c2cc3c(cc2F)c(=O)c(C(=O)O)cn3-c2ccc(F)cc2)CC1 | . | ? | . | .
Cc1c(C(C)C)c(=O)n(-c2ccccc2)n1C | . | ? | . | .
COc1ccccc1OC(=O)Oc1ccccc1OC | . | ? | . | .
O=C(Nc1ccc([N+](=O)[O-])cc1)Nc1ccc([N+](=O)[O-])cc1 | . | ? | . | .
OCCOCCOCCO | . | -21.1% | . | .
CC(=O)N(CC(O)CO)c1c(I)c(C(=O)NCC(O)CO)c(I)c(C(=O)NCC(O)CO)c1I (stereo unspecified) | . | ? | . | .
CC1CCc2c(N3CCC(O)CC3)c(F)cc3c(=O)c(C(=O)O)cn1c23 (stereo unspecified) | . | ? | . | .
Cc1cc(Cl)ccc1NC(=O)Cn1nc(C)c2c(C)n(-c3ccccc3)nc2c1=O | . | . | -1.9% | .
Cc1nc2nc(NC(=O)c3cccc(Cl)c3)[nH]n2c(=O)c1Cc1ccccc1 | . | . | -3.3% | .
COc1ccc2c(CNCCc3ccccc3OC)c(C(=O)O)n(Cc3ccc(F)cc3Cl)c2c1 | . | . | 0.8% | .
COc1ccc(Cn2c(CCC(=O)Nc3cccc(OC)c3)nc3cccnc32)cc1 | . | . | 0.0% | .
COc1ccc(NC(=O)C2CCCN(c3nnc(C)c4c(C)n(-c5ccccc5)nc34)C2)cc1Cl (stereo unspecified) | . | . | -2.5% | .
Cc1ccc(Cc2c(C)nc3c(-c4ccccc4)c(C)[nH]n3c2=O)cc1 | . | . | -1.1% | .
CC(C)(C)c1ccc(S(=O)(=O)c2cnc(SCC(=O)Nc3ccc(F)c(Cl)c3)[nH]c2=O)cc1 | . | . | 0.0% | .
Cc1cc(NC(=O)C2CCN(S(=O)(=O)c3ccc4[nH]c(=O)oc4c3)CC2)ccc1Br | . | -24.8%[46 µM] | 0.8% | .

Given with two lines to a compound: 3 of the compounds above
Every second line gives: CBFb-RUNX1 inh	Lamin A splicing	Epigenetic reg	GLA spleen mod
> CC(=O)N(CC(O)CO)c1c(I)c(C(=O)NCC(O)CO)c(I)c(C(=O)NCC(O)CO)c1I (stereo unspecified)
  .	?	.	.
> CC1CCc2c(N3CCC(O)CC3)c(F)cc3c(=O)c(C(=O)O)cn1c23 (stereo unspecified)
  .	?	.	.
> Cc1cc(Cl)ccc1NC(=O)Cn1nc(C)c2c(C)n(-c3ccccc3)nc2c1=O
  .	.	-1.9%	.

(more compounds)
SMILES | CBFb-RUNX1 inh | Lamin A splicing | Epigenetic reg | GLA spleen mod
CCOc1ccccc1NC(=O)CSc1nc2ccccc2c2nc(CCn3cncc3C)nn12 | . | -9.6%[46 µM] | 0.0% | .
Cc1ccc(CNC(=O)C2CCN(S(=O)(=O)c3c(C)noc3/C=C/c3ccccc3F)CC2)o1 | . | 1.4%[46 µM] | -0.9% | .
COc1cc(C(=O)NC(c2ccccc2Cl)c2cc(Cl)c3cccnc3c2O)cc(OC)c1OC (stereo unspecified) | . | -16.9%[46 µM] | -0.2% | .
COc1cc2oc(=O)ccc2cc1O | 7.4% | . | . | -5.6%
C[C@@H]1O[C@H](O[C@@H]2C(O)[C@H](O)[C@@H](CO)O[C@H]2Oc2cc(O)c3c(=O)cc(-c4ccc(O)cc4)oc3c2)[C@H](O)[C@H](O)[C@H]1O (stereo partly specified) | 19.1% | . | . | 7.0%
c1ccc(CNCCNCc2ccccc2)cc1 | 15.6% | . | . | -5.0%

Reprinted at random: 2 entries already listed
SMILES | CBFb-RUNX1 inh | Lamin A splicing | Epigenetic reg | GLA spleen mod
COc1cc(C(=O)NC(c2ccccc2Cl)c2cc(Cl)c3cccnc3c2O)cc(OC)c1OC (stereo unspecified) | . | -16.9%[46 µM] | -0.2% | .
CCOc1ccccc1NC(=O)CSc1nc2ccccc2c2nc(CCn3cncc3C)nn12 | . | -9.6%[46 µM] | 0.0% | .

These rows are one share of the data (hit frequency here may not be typical).
